# Source: PubChem BioAssay
# SF-1 act – activators of human SF-1, primary screen, cell-based, CHO-K1, Gal4-SF-1 LBD, luciferase luminescence; Steroidogenic factor 1 (Homo sapiens), Q13285; CHO-K1 Gal4-SF-1 LBD luciferase reporter; % increase over DMSO SF-1-specific signal; activation, % at 10 µM; 65,000 compounds, 1.9% hits;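 active = activation above the mean activation of all tested compounds plus 3 SD, cut at about 50% in these data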
# Target sequence (Q13285 whole entry, looked up, the tested form may be a part): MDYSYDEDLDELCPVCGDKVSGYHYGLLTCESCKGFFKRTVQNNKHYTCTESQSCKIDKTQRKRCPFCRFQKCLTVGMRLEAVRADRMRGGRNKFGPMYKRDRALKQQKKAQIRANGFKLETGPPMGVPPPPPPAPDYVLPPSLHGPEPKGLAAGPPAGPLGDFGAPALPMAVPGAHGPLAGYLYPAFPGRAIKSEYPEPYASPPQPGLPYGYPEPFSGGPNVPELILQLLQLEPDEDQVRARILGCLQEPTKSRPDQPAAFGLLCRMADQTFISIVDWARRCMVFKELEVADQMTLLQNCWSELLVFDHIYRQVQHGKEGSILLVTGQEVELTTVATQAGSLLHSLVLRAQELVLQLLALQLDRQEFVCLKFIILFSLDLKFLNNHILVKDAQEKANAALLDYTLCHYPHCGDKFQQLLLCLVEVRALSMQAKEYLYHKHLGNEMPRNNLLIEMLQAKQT
#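 Material: CHO-K1 cells with Gal4–hSF-1 LBD chimera plus Gal4-driven luciferase / Input: 4,000 CHO-K1 cells per well / Incubation: compound exposure 20 h at 37 °C / Signal: luminescence read 15 min after SteadyLite luciferase reagent, after room-temperature equilibration / Read-out: percent activation versus DMSO / Benchmarks: DMSO negative control and −SF1 background wells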
# 5HT1a antag – human 5-HT1a receptor antagonists, primary screen, cell-based, CHO, Ga15 NFAT-bla reporter; 5-hydroxytryptamine receptor 1A (Homo sapiens), P08908; CHO 5-HT1a Ga15 NFAT-bla reporter, antagonist mode; inhibition, % at 10 µM; 62,000 compounds, 0.68% hits; AID 612, 2007;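 active = inhibition above the mean of all tested compounds plus 3 SD, cut at about 43% in these data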;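 note: receptor stimulated by 5-CT agonist at 100 nM near EC80; beta-lactamase reporter measured by ratiometric fluorescence of a cleavable substrate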
# NADH enzymes – inhibitors of PK/LDH coupling enzymes, profiling panel, artefact control, biochemical, MLSMR library. coupled PK/LDH NADH assays, four targets. AID 774, 2007. 65,000 compounds, 0.02% hits. IC50, µM (titrated, usually from 10 µM), for the others: at the highest dose inhibition;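 active = single-dose screening hits from any of four coupled enzyme assays that gave an IC50 when retested across doses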;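 note: the DPM-DC format reads NADH fluorescence rather than 340 nm absorbance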
# RORA act – activators of orphan receptor RORA, primary screen, cell-based, luminescence; Nuclear receptor ROR-alpha (Homo sapiens), P35398; CHO-K1 Gal4-RORA LBD luciferase reporter; percent increase over mock-subtracted basal signal; activation, % at 10 µM; 65,000 compounds, 1.5% hits;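 active = activation above the mean of all tested compounds plus 3 SD, cut at about 49% in these data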;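 note: 0% = DMSO-treated RORA cells and 100% = added signal equal to DMSO minus mock-transfected cells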
# Abs 340nm – compound light absorbance at 340 nm, profiling panel, artefact control, biochemical, MLSMR library, data from PS, PMK, MK assays; compound absorbance at 340 nm, fold over control; fold change at 10 µM; 65,000 tested, under 10 active; AID 708, 2007;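 active = at 10 µM dose, initial 340 nm absorbance at least 2 fold that of control wells; inactive = change under 2 fold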;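 note: initial absorbance extrapolated from kinetic A340 decline of NADH oxidation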
# Fluor 339 460 – intrinsic fluorescence of library compounds, ex339/em460 – biochemical, MLSMR library, data from DPM-DC assay, artefact control, profiling panel. 65,000 compounds, 5.5% hits. compound autofluorescence, ex339/em460 nm, NADH buffer; hits give high values; 1 = no-compound wells, NADH background. fluorescence fold increase at 10 µM;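 active = at 10 µM, mean starting fluorescence two-fold or more over control wells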;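 note: signal is the first read of a kinetic run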
# TNAP act mid DEA – human TNAP enzyme activators, primary screen, biochemical, luminescent, intermediate phosphate acceptor level; Alkaline phosphatase, tissue-nonspecific isozyme (Homo sapiens), P05186; purified TNAP, CDP-star luminescence, 100 mM DEA, 30 min; hits give high values; scale: 0 levamisole-inhibited, 1 vehicle-only enzyme; activation factor at 20 µM; 64,000 tested, under 10 active;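 active = activation factor of at least 2 at 20 µM, relative to controls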
# Target sequence (P05186 whole entry, looked up): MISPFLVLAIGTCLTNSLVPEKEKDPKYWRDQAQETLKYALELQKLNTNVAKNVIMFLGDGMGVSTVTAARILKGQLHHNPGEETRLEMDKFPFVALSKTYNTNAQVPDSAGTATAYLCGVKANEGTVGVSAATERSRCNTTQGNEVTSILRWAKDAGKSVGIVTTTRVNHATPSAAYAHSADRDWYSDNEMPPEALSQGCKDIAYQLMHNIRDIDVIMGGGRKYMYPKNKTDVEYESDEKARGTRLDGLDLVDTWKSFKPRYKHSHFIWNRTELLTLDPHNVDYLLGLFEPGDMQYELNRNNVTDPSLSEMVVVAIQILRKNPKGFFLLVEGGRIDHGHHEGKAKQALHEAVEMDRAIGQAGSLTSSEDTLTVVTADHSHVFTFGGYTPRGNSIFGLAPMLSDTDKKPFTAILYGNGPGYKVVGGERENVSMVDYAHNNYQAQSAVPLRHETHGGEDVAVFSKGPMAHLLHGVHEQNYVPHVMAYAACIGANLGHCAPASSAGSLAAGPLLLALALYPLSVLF
# MMP13 inh – human MMP13 inhibitors, primary screen, biochemical, FRET peptide cleavage | MMP-13 fTHP FRET cleavage, Mca fluorescence | Collagenase 3 (Homo sapiens), P45452 | AID 570, 2006 | 65,000 compounds, 0.07% hits | inhibition, % at 4 µM;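 active = inhibition above the mean of compound-free control plate wells plus 3 SD, cut at about 14% in these data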;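 note: 0% = DMSO wells and 100% = wells with reference MMP-13 inhibitor after basal subtraction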
# 5HT1a ag – human 5-HT1a receptor agonists, primary screen, cell-based, CHO, Ga15 NFAT-bla reporter; 5-hydroxytryptamine receptor 1A (Homo sapiens), P08908; CHO 5-HT1a Ga15 NFAT-bla reporter, FRET ratio; 0% basal, 100% maximal reference agonist; activation, % at 10 µM; 65,000 compounds, 0.56% hits; AID 567, 2006;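 active = activation above the screen-wide mean activation plus 3 SD, cut at about 19% in these data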;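 note: 0% = DMSO wells and 100% = 5-CT at EC100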
# * marks the source's active call; other numbers are inactive results; x = no result given; [ ] = another dose, or the depositor's remark.
# Each structure is followed by: TNAP act mid DEA	Abs 340nm	5HT1a ag	MMP13 inh	Fluor 339 460	5HT1a antag	NADH enzymes	RORA act	SF-1 act
- COc1cccc(N2C(=O)c3ccncc3C2=O)c1
    0.9	0.99	-2.5	2	1	-9	9%	17	-18
- O=C(CN1CCN(c2ccccc2F)CC1)Nc1ccccc1F
    0.9	1	-2.0	4	1.1	6	4%	-25	-4
- COc1cccc(Cn2c(N)c(C#N)c3nc4ccccc4nc32)c1OC
    0.9	1	7.7	-121[fluorescence artefact?]	3.4*	-11	6%[fluoresces]	-10	16
- COc1cc2c(cc1OC)C1Cc3ccc(OC)c(OC)c3CN1CC2 (configuration not stated)
    1	1	-1.0	2	1.2	51*	3%	-12	3
- COc1cc(OC)c(C2C(C#N)=C(N)OC3=C2C(=O)CC(C)(C)C3)cc1OC (configuration not stated)
    0.9	1	-4.2	2	1	1	1%	12	21
- Cc1ccc2c(CN3CCN(CCO)CC3)cc(=O)oc2c1
    0.9	1	-2.3	-1	1.1	11	8%	-6	7
- CCc1ccc(N2CC(C(=O)Nc3ccccc3F)CC2=O)cc1 (configuration not stated)
    0.9	1	-3.0	1	1.1	1	3%	-4	-8
- O=C(COc1ccc(S(=O)(=O)N2CCCC2)cc1Cl)NCc1ccco1
    1	1	-0.8	5	1.1	8	6%	1	5
- O=c1nc(-c2ccccc2)cn[nH]1
    0.9	1.1	1.4	-2	1.1	-18	8%	2	-1
- COC(=O)c1ccc2c(=O)n(Cc3ccco3)c(SCC(=O)Nc3ccc(C)c(Cl)c3)nc2c1
    1	1.1	2.5	-6	1.6	2	5%	-22	1
- CCCC(=O)Nc1cccc(-c2nc3cc(C)c(C)cc3o2)c1
    0.9	1.1	-2.2	-37	1.8	-1	3%	42	40
- COC(=O)c1ccc(Cn2nnc3ccccc3c2=O)o1
    1	1	-2.3	5	1.1	-2	3%	5	-2
- O=C(C1=C(O)C(=O)N(CCCN2CCOCC2)C1c1ccccn1)c1cccs1 (configuration not stated)
    0.9	1	-0.1	-5	1.1	x	5%	-2	-1
- O=C(Nc1nccs1)c1cc(N2CCOCC2)nc2ccccc12
    0.9	1.1	-0.8	0	1.5	12	0%	8	7
- O=C(CCN1C(=O)c2ccccc2C1=O)N1CCN(Cc2ccc(Cl)cc2Cl)CC1
    1	1	-1.7	4	1.1	-10	5%	-14	-8
- O=C(c1ccc(Cl)cc1)C1C2C(=O)N(c3ccccc3)C(=O)C2C2CCCN21 (configuration not stated)
    0.9	0.99	2.3	1	1.1	-1	3%	-14	2
- Cc1onc(-c2ccccc2Cl)c1C(=O)Nc1cccnc1
    0.8	0.98	-3.2	-2	1	1	2%	3	-4
- O=C(c1cc(S(=O)(=O)N2CCOCC2)ccc1F)N1CCN(Cc2ccccc2)CC1
    1	1	-1.8	4	1	-6	3%	-11	5
- O=C(C1CCC1)N1CCN(Cc2ccccc2)CC1
    0.9	0.94	-3.2	5	1.1	-24	6%	0	-6
- OCCN=C(c1ccccc1)C12CN3CN(CN(C3)C1)C2
    0.9	1	-5.0	0	1	x	1%	4	-10
- Nc1nc(-c2cccnc2)nc(N2CCCCC2)n1
    1	1	-0.6	6	1.1	-5	9%	-17	-6
- COC(=O)c1cc2sccc2n1Cc1ccc(C)cc1
    0.9	1	0.6	4	1	10	8%	2	-5
- Cc1cc(NC(=O)CCC(=O)N(CCC(C)C)CC(=O)NCC2CCCO2)no1 (configuration not stated)
    1	0.99	-3.3	-2	0.94	3	10%	-13	7
- CCOC(=O)CCS(=O)(=O)c1nc(-c2ccccc2)cc(C(F)(F)F)n1
    0.9	1.1	-0.2	2	1.1	86*	10%	-37	-26
- O=C1Nc2ccccc2C12OCCS2 (configuration not stated)
    0.9	1	-2.3	4	1	3	8%	5	-6
- COC(=O)c1ccc(OCCN2C3=NCCN3c3ccccc32)cc1
    0.9	1	1.5	2	1.1	-2	5%	18	0
- CCc1cccc(NC(=O)c2ccc(NS(=O)(=O)c3c(C)noc3C)cc2)c1
    1	1	-1.1	1	1.1	-13	4%	11	-4
- OC1CCN(Cc2cccc(Oc3ccccc3)c2)CC1
    0.9	1	-2.1	-9	1.1	-2	1%	9	-4
- COC(=O)c1ccc(C2C(C(C)=O)=C(C)Nc3ncnn32)cc1 (configuration not stated)
    1	1.1	-0.7	4	1	-7	2%	-4	11
- Cc1c(C(=O)O)oc2c1C(O)CCC2 (configuration not stated)
    0.9	1	1.4	-2	1.2	-6	5%	-26	8
- O=C(NCCN1C(=O)C2C3C=CC(C3)C2C1=O)Nc1ccccc1 (configuration not stated)
    1	1	-1.0	0	1.1	-14	7%	16	-3
- CC(=O)OCC(=O)[C@@]1(O)[C@H](C)C[C@H]2[C@@H]3CCC4=CC(=O)C=C[C@]4(C)[C@@]3(F)[C@@H](O)C[C@@]21C
    0.8	1	2.2	4	1.1	x	5%	-15	-13
- Cc1ccc(CN2CCNC(=O)C2CC(=O)O)cc1 (configuration not stated)
    0.9	1.1	-0.1	3	1.1	-15	3%	-13	8
- COc1ccc(N2C(=O)C3C4C=CC(C4)C3C2=O)c(OC)c1 (configuration not stated)
    0.9	1	0.2	0	0.95	1	4%	3	-5
- c1ccc2c(NC3CCCC3)nnc(NC3CCCC3)c2c1
    0.9	1	-0.9	-9	2.1*	6	4%	-4	-19
- Cc1cc(C(F)(F)F)nc(NCc2ccc(F)cc2)n1
    0.9	1	-1.1	-2	1.2	6	7%	11	-1
- COC(=O)c1oc2ccc(Br)cc2c1NC(=O)CCCN1C(=O)c2ccccc2C1=O
    0.9	1.1	3.7	3	1.2	-24	2%	-1	-10
- O=C(c1cccnc1)N1CCN(Cc2ccc3c(c2)OCO3)CC1
    0.9	1	-1.7	1	1	-12	2%	-15	-1
- COc1cccc(NC(=O)C2CCCN(S(=O)(=O)c3cccc4nsnc34)C2)c1 (configuration not stated)
    0.9	1	2.9	3	1.1	-8	5%	15	10
- CCN(CC)CCN1C(=O)C(=O)/C(=C(/O)c2cnn(-c3ccccc3)c2C)C1c1cccnc1 (configuration not stated)
    0.9	1.2	0.7	-3	1.1	-11	8%	-6	15
- Cn1c(=O)oc2cc(S(=O)(=O)Nc3ccc4c(c3)OCCO4)ccc21
    x	1	-1.7	-2	1.1	-1	5%	30	-11
- CC1CCN(C(=O)COC(=O)c2cc3ccccc3cc2O)CC1
    1.1	1	-3.2	0	1.2	13	1%	-3	17
- CCOC(=O)N1CCN(C(=O)c2cn(CC)c3ccc(S(=O)(=O)N4CCCC4)cc3c2=O)CC1
    1	1.1	-1.9	3	1.1	3	7%	-16	-3
- COc1ccccc1-c1nnc2n1N=C(C(C)(C)C)CS2
    0.9	1	-2.2	0	1.1	4	0%	2	2
- CCOc1ccc(NC(=O)CSc2nc3cccnc3n2CCOC)cc1
    1	0.97	-3.7	-9	1.7	3	9%	-1	0
- COC(=O)c1sc(S(=O)(=O)N2CCN(c3ccccc3)CC2)c(C(=O)OC)c1C
    0.8	0.99	-0.3	2	1	-12	2%	-17	-12
- COc1ccc2nc(NC(=O)c3cnccn3)sc2c1
    0.9	1.2	-0.7	0	1.1	1	2%	19	-4
- CCCCOc1ccc(C(=O)NCc2ccccn2)cc1
    1	1.1	-4.2	-13	1.1	0	0%	14	20
- COc1cc(NC(=O)C2C3C=CC(C3)C2C(=O)O)c(OC)cc1Cl (configuration not stated)
    0.8	0.99	-2.0	-3	1	-4	2%	-8	-8
- O=c1oc2ccccc2cc1-c1nnc(-c2cccc(Br)c2)o1
    1	1.1	1.1	0	3.9*	5	2%[fluoresces]	29	53*
- O=C(CSc1nnc(Cc2cccs2)n1Cc1ccco1)Nc1cccc(Cl)c1
    0.9	0.99	2.4	1	1	41	3%	13	4
- Cc1ccc(C)c(S(=O)(=O)NCCOC(=O)Nc2sc(=S)n(C)c2C)c1
    0.8	1.1	x	x	1	x	4%	x	x
- O=C(c1ccco1)c1cn(CC(=O)N2CCCc3ccccc32)c2ccccc12
    0.8	1.1	1.6	-25	1.1	17	11%	-4	-14
- c1csc(-c2csc3nc(CN4CCOCC4)nc(NCc4ccc5c(c4)OCO5)c23)c1
    0.9	1	-0.9	3	0.96	52*	6%	-1	-7
- O=C(CCCSc1nc2sc3c(c2c(=O)[nH]1)CCC3)NCCCO
    1	1.1	5.0	3	1.2	4	7%	-4	-4
- CCC(=O)Nc1nnc(SCC(=O)Nc2ccc(F)cc2)s1
    0.9	1	-3.6	1	1.1	2	7%	-11	10
- CCN1CCn2c1nc(N1CCOCC1)nc2=O
    1	1	-1.9	-2	1.1	2	7%	-22	3
- C=CCc1cccc(CNc2c(C)n(C)n(-c3ccccc3)c2=O)c1O
    1	1	-0.7	0	1.1	38	5%	-5	2
- COc1cccc(S(=O)(=O)N2CCN(c3ccccc3F)CC2)c1
    0.8	1.1	0.1	2	1.1	2	5%	-24	-10
- CCc1nc2oc(C(=O)c3ccccc3)c(N)c2c2c1COC(C)(C)C2
    1	1.1	1.5	2	1.3	3	1%	6	-4

# (list continues)
# Each structure is followed by: TNAP act mid DEA	Abs 340nm	5HT1a ag	MMP13 inh	Fluor 339 460	5HT1a antag	NADH enzymes	RORA act	SF-1 act
- CC1(C)Nc2ccccc2N(CC(=O)N2CCCCC2)C1=O
    1	1	-2.3	2	1.1	7	5%	9	15
- COc1ccc(NC(=O)C2CCN(C(=O)c3ccccc3)CC2)cc1OC
    0.9	1	-2.4	-13	1.1	-6	2%	-24	-5
- O=C(Nc1nnc(-c2ccccc2Cl)o1)c1ccco1
    0.9	1.1	0.0	2	1.1	3	6%	-4	-6
- CCc1oc2ccccc2c1C(=O)c1cc(Br)c(O)c(Br)c1
    0.9	1.1	-1.5	0	1	x	5%	-21	-7
- O=C(CCNc1n[nH]c(=O)[nH]c1=O)N1CCCCC1
    1	1	-0.9	0	1.1	5	1%	-12	-3
- CCc1ccc(C2N(c3ccc(OC)cc3)C(=O)C3CCCN32)cc1 (configuration not stated)
    0.9	1	-1.0	2	0.99	8	6%	13	-12
- COc1ccc(S(=O)(=O)N2CCOCC2)cc1C(=O)Nc1ccon1
    1	1	0.4	6	1.1	0	3%	9	-10
- COC(=O)C1CCN(C(=O)CCCOc2ccccc2)CC1
    1	1	-2.8	6	1.1	9	2%	38	36
- CCOC(=O)CSc1nnc(Cn2nnc(-c3ccccc3)n2)n1CC
    0.9	0.99	-1.9	4	1	-4	2%	19	2
- O=C(Nc1ccccc1)c1ccc(F)c(S(=O)(=O)N2CCOCC2)c1
    0.9	1	1.1	-2	1.1	4	4%	15	-9
- CCCCCOc1ccc(CN2CCOCC2)cc1Cl
    0.9	1	2.0	8	1.1	11	5%	40	61*
- O=C(CSc1nnc(-c2ccco2)o1)NC(=O)C1COc2ccccc2O1 (configuration not stated)
    0.9	1	-0.7	8	1.1	-11	15%	3	-8
